Compound activity as filed in PubChem.
V-ATPase pHluor: yeast V-ATPase proton transport regulation by pHLuorin | S. cerevisiae, pHLuorin cytosolic pH fluorescence | 350,000 compounds, 0.37% hits | response, % at 10 µM; in the data active = response mostly above about 7.3%, no sharp cut-off; inactive = mostly below about 5.4%; also: actives read high; inactives centre near 0; some compounds called inactive have numbers as strong as hits; reference of the scale not given here
HTR5A ag ctr: counter-screen for OPRM1-OPRD1 agonists: human HTR5A agonism; HTR5A agonist assay, luminescence, cell-based; activation, % at 9.3 µM; 340,000 compounds, 0.61% hits; P47898; in the data active = activation mostly above about 9.5%, no sharp cut-off; inactive = mostly below about 7.6%;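 also: 0% = cells with vehicle only and 100% = reference agonist; strong numbers were not always called active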
Target sequence (P47898 whole entry, looked up): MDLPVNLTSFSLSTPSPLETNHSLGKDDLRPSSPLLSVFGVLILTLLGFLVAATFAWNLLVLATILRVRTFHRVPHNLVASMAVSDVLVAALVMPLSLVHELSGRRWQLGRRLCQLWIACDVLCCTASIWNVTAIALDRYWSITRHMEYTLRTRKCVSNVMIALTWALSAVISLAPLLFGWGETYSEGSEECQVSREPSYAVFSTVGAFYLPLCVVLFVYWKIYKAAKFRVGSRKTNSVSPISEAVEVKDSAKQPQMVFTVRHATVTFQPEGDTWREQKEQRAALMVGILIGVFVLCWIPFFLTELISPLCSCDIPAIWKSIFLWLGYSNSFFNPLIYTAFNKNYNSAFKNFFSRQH
PvdQ acylase: P. aeruginosa PvdQ acylase inhibition. purified PvdQ acylase, fluorescence plate reader. inhibition, % at 10 µM. 340,000 compounds, 0.063% hits. AID 488965; in the data active = inhibition above about 30%, passing the limit was not always enough; inconclusive = no clear call, values can overlap the other calls;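 also: 0% = vehicle neutral wells and 100% = reference inhibitor wells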
SR-BI DiI inh: blocks mouse SR-BI lipid uptake from DiI-HDL | Q61009 | ldlA[mSR-BI] CHO cells, DiI-HDL uptake fluorescence, 3 h | inhibition, % at 12.5 µM | 320,000 compounds, 0.96% hits;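 active = mean replicate inhibition of at least 70% and a set share of replicates each scoring 70 or more; inconclusive = meets just one of the two criteria; inactive = fails both criteria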;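 also: 0% = median of neutral control wells and 100% = median of positive control wells; values of inactives mirror those of a sister screen read the other way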
Wnt act: activators of Wnt/beta-catenin signaling. Wnt/beta-catenin reporter cell assay, activator, plate reader. activation, % at 9.35 µM. 300,000 compounds, 1.2% hits. AID 743398; in the data active = activation above about 30%, passing the limit was not always enough; inconclusive = no clear call, values can overlap the other calls;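 also: 0% = neutral control wells and 100% = positive control wells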
HTR5A inv ag: counter-screen for OPRM1-OPRD1 inverse agonists: human HTR5A inverse agonism; P47898; HTR5A cell line, luminescence; inhibition, % at 9.3 µM; 340,000 compounds, 0.083% hits; in the data active = inhibition mostly above about 23%, no sharp cut-off; inactive = mostly below about 18%;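 also: 0% = cells with DMSO and 100% = no-cell wells with DMSO; some compounds called inactive have numbers as strong as hits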
MITF act: activators of MITF-driven TRPM1 promoter activity in SK-MEL-5 cells. SK-MEL-5 TRPM1-promoter luciferase, 24 h; % of positive control, neutral wells = 0. activation, % at 12.5 µM. 300,000 compounds, 0.75% hits;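 active = mean activation of at least 80% with every replicate also reaching 80%; inconclusive = mean reaches 80% but some replicate falls short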;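 also: 0% = neutral control wells and 100% = parthenolide positive control wells; values of inactives mirror those of a sister screen read the other way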
NSD2 HMT inh: NSD2 (human) methyltransferase inhibition; AID 743445; O96028; 310,000 compounds, 0.54% hits; inhibition, % at 12.5 µM; NSD2 peptide methylation, AlphaScreen, 120 min; in the data active = inhibition above about 50%
CDK5 inh: inhibitors of human CDK5/p35 kinase. Q00535+Q15078. Recombinant CDK5/p35, ADP-Glo luminescence, 60 min. inhibition, % at 10 µM. 330,000 compounds, 0.01% hits. AID 488839;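 active = highest replicate inhibition of at least 50% and at least 75% of replicates reaching 50%; inconclusive = only one of the two criteria met; inactive = both criteria failed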;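 also: plate controls were DMSO neutral control for no effect and GW8510 at 10 µM for full effect; many of its hits are not listed in these tables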
dFosB act: mouse delta FosB homodimer activation; purified delta FosB, TAMRA-CDK5 oligo fluorescence polarization; percent of positive-control signal above neutral wells; P13346; 340,000 compounds, 0.99% hits; activation, % at 25 µM;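 active = mean activation above about 17%, with every replicate also reaching it, limit read from the data, passing the limit was not always enough; inconclusive = only one of the two conditions met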;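 also: fluorescence polarization rise as delta FosB binds a TAMRA Cdk5 AP-1 oligo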
Target sequence (P13346 whole entry, looked up): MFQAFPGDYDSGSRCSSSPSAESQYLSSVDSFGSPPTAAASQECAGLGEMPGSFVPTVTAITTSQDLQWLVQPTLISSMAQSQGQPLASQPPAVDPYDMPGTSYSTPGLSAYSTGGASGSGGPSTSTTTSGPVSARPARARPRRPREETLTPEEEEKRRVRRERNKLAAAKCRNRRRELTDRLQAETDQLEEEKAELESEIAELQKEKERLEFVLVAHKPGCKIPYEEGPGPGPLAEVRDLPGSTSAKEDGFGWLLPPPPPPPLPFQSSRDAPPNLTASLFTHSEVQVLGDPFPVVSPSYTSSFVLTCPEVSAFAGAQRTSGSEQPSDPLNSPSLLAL
Numbers without * were called inactive; ? = inconclusive; nt = no result given.

SMILES | V-ATPase pHluor | HTR5A ag ctr | PvdQ acylase | SR-BI DiI inh | Wnt act | HTR5A inv ag | MITF act | NSD2 HMT inh | CDK5 inh | dFosB act
COc1ccc2cc(C(=O)C3CCCN(C(=O)c4cncs4)C3)ccc2c1 (centres undefined) | -3 | 4 | 0 | 6 | 10 | -18 | -9 | 0 | 1.2 | -6
CCOc1ccc(S(=O)(=O)N2CCCC(C(=O)NCC3CCCO3)C2)cc1 (centres undefined) | 3 | -1 | -5 | -10 | -1 | 21 | 0 | -2 | -5.5 | -4
CC1=NN(C(N)=S)C(=O)C1N=Nc1ccccc1C(=O)O (centres undefined) | 3 | -3 | -4 | -9 | 2 | -23 | 4 | 4 | -0.7 | 0
CCCCCC(C(=O)O)C(C)CC(=O)NC1CCCCC1 (centres undefined) | -1 | 0 | 5 | 1 | -1 | -4 | -6 | -1 | 2.5 | 1
COc1ccc(C2=NN(S(C)(=O)=O)C(c3cccs3)C2)cc1 (centres undefined) | 0 | 4 | 3 | -9 | 0 | -10 | 58 | -2 | 0.2 | -6
O=C(Oc1ccc(-c2nnco2)cc1)C1CCN(C(=O)c2ccc(F)cc2)CC1 | -3 | 1 | -7 | -27 | 0 | -19 | 1 | -1 | 0.0 | -5
Cc1occc1-c1nnc(SCC(=O)Nc2ccccn2)o1 | -3 | 1 | -1 | -13 | 9 | -14 | 18 | -2 | 1.2 | -6
C/C(=N\NC(=O)c1ccc(F)cc1)c1ccc(NC(=O)Cc2ccccc2)cc1 | 0 | 1 | -9 | 45 | 7 | 16 | 42 | -1 | -6.3 | -7
COc1cc(CN2CCc3c([nH]c4ccccc34)C2)cc(OC)c1 | 6 | 5 | -3 | 2 | 1 | -14 | -14 | 3 | -2.6 | -4
C[C@H](NC(=O)C1CCN(S(=O)(=O)c2ccccc2)CC1)C(=O)NCc1ccc(Cl)cc1Cl | -1 | 2 | 6 | 28 | 0 | 10 | -12 | 0 | 0.7 | -11
CCC1CCc2sc(C(=O)OCC(=O)N(CCOC)c3c(N)n(Cc4ccccc4)c(=O)[nH]c3=O)cc2C1 (centres undefined) | -1 | 3 | -16 | 44 | -6 | -8 | -7 | 0 | 0.9 | 4
CCN(C(=O)Cn1c(=O)oc2ccccc21)c1cccc(C)c1 | 3 | 2 | -15 | -10 | 0 | -6 | 7 | -2 | 0.8 | 2
CN(C)C(=O)C1OC(C)(C)OC1C(=O)N(C)C (centres undefined) | -1 | 0 | -11 | -36 | nt | -31 | 11 | -2 | -2.8 | 8
CCCNCc1cc(OC)c(OCc2ccccc2)cc1Br | -1 | -4 | -1 | 62 | 4 | 10 | 9 | 14 | 0.9 | -4
COCc1cc(C)nc(SCC(=O)NCc2ccco2)c1C#N | 7 | 2 | -1 | 2 | -4 | 11 | nt | -1 | -2.5 | -6
O=C(NC1=NCCS1)c1ccc([N+](=O)[O-])cc1Cl | -1 | -1 | -11 | 14 | 3 | 3 | -3 | 0 | 0.1 | 1
CC(On1nnc2ccc(S(=O)(=O)N3CCOCC3)cc21)C(=O)Nc1ccccc1F (centres undefined) | -1 | -2 | -19 | -26 | -2 | 7 | 12 | -1 | -1.6 | -2
COc1ccc(C(=O)NCCc2ccc(S(N)(=O)=O)cc2)cc1OC | -8 | 0 | 6 | 10 | -6 | 11 | -6 | -1 | 0.9 | -7
Cc1ccc(Nc2nc(N)nc(CSc3nccn3C)n2)c(C)c1 | -2 | -2 | -12 | 8 | nt | 7 | 75 | -2 | 2.9 | -1
CCOC(=O)C1=C(SCC(=O)Nc2ccccc2)NC(=O)C(C#N)C12CCCCC2 (centres undefined) | 3 | 5 | -6 | 34 | nt | -14 | 1 | nt | 0.2 | 2
CC1(C)OC1(C#N)c1ccccc1 (centres undefined) | 1 | 1 | 4 | -21 | -1 | -3 | 5 | -3 | 0.9 | 0
COc1ccc(NC(=O)N(C)C[C@H]2Oc3ccc(NC(=O)c4ccncc4)cc3C(=O)N([C@H](C)CO)C[C@@H]2C)cc1 | 4 | 0 | 4 | -22 | -1 | -15 | 3 | nt | 1.0 | 4
CC(C)c1ccc(C2OCCCO2)cc1 | 0 | 1 | 6 | 2 | -3 | -5 | 10 | -1 | 0.3 | -4
COc1ccc(C(=O)NCCCN2CCCC2=O)cc1 | -5 | -1 | -8 | -25 | nt | 4 | 7 | 1 | 1.8 | 0
CC(=O)Nc1ccc(NC(=O)C(C)OC(=O)c2ccc3[nH]c(C)c(C)c3c2)cc1 (centres undefined) | 6 | 3 | 8 | 32 | -1 | -10 | 0 | 0 | 0.0 | 2
C=CCOc1ccccc1CNCc1cccnc1 | -1 | 7 | -11 | 3 | -10 | -19 | 7 | nt | 0.5 | -5
CCCN(CC(=O)Nc1ccccc1OC)C(=O)c1cc2ccccc2o1 | 0 | 5 | -2 | 30 | 0 | 23 | -21 | -1 | -0.7 | -2
C=CCN1CCN(C(c2ccc(Cl)cc2)c2nnnn2CCc2ccc(OC)c(OC)c2)CC1 (centres undefined) | 0 | 0 | 2 | -23 | nt | 8 | 4 | nt | -0.7 | -9
O=C(NCc1ccncc1)c1ccc(Cn2cc(C(F)(F)F)ccc2=O)cc1 | 1 | 11 | 15 | 9 | nt | -30 | nt | -1 | -0.9 | -1
Oc1ccccc1-c1nnco1 | 0 | -1 | -11 | -6 | -5 | 6 | 3 | -2 | 2.1 | -7
C=CCn1c(SCC(=O)Nc2ccc(F)cc2)nnc1-c1cnccn1 | 2 | -3 | 1 | -13 | 0 | 9 | -4 | 0 | 2.5 | 1
CCOC(=O)/C(C#N)=C/C1=C(N2CCCC2)CC(C)(C)OC1 | -1 | 3 | -2 | -7 | 1 | -8 | -9 | 3 | 0.9 | -6
COc1ccc(CSC2=NCCN2)cc1Cl | -1 | 0 | -2 | 11 | -3 | 10 | 6 | -10 | -0.6 | -4
COc1ccc(C2/C(=C(/O)c3ccccc3)C(=O)C(=O)N2CC(C)O)c(OC)c1 (centres undefined) | -2 | -4 | 12 | -10 | nt | -13 | nt | 20 | -0.5 | 3
Cc1cccc(-c2nnc3sc(-c4ccccc4C)nn23)c1 | -3 | 0 | 3 | 6 | 6 | -18 | 11 | 4 | -1.0 | -79
CCC(=O)Nc1ccc(/C=C(\C(C)=O)C(=O)c2ccccc2)cc1 | 2 | -9 | 0 | -20 | 4 | 21 | -13 | 18 | -0.4 | -7
CN1CCN(CC(=O)n2c3c(c4ccccc42)CCCC3)CC1 | -1 | 7 | -1 | -11 | nt | -17 | -11 | 7 | 1.9 | 5
C/C(=N\O)c1sc(-c2ccccc2)nc1C | -1 | 0 | -7 | 1 | 64* | 15 | 36 | -2 | -0.5 | -1
O=C(CNS(=O)(=O)c1cccc(Cl)c1)Nc1ccc(-c2nc3ccccc3s2)cc1 | 4 | -2 | 5 | 29 | ? | -22 | 51 | -2 | 1.0 | -6
CCOC(=O)c1c(NC(=O)COC(=O)c2ccncc2)sc(C)c1C | -2 | -5 | -5 | -34 | 0 | 13 | -13 | -1 | -0.6 | 4
Cc1cccc(C(=O)C2CCN(S(=O)(=O)c3ccc(C(=O)O)cc3)CC2)c1 | 2 | 2 | -14 | -14 | -2 | 20 | 4 | 8 | -0.2 | 1
Cc1cc(C)nc(SCc2ccc(C(=O)N/N=C/c3ccccn3)cc2)n1 | -2 | 0 | -11 | 40 | -3 | 6 | -20 | -9 | 0.7 | -16
Cc1ccc(OCCC(=O)N(CCC(C)C)c2c(N)n(Cc3ccccc3)c(=O)[nH]c2=O)cc1 | 0 | 6 | -4 | 16 | nt | -2 | 3 | nt | 2.4 | 24*
O=C(O)CC1(CC(=O)Nc2ccc(Br)cc2)CCCCC1 | -3 | 0 | -5 | -5 | 0 | 12 | 3 | -3 | -0.8 | -8
CCCCCCCCN1[C@@H](CC(=O)O)c2ccc(C(F)(F)F)cc2S1(=O)=O | 2 | -1 | -10 | -10 | -1 | -21 | 5 | nt | -0.5 | -1

Among those listed so far, these contain a cyano group:
SMILES | V-ATPase pHluor | HTR5A ag ctr | PvdQ acylase | SR-BI DiI inh | Wnt act | HTR5A inv ag | MITF act | NSD2 HMT inh | CDK5 inh | dFosB act
COCc1cc(C)nc(SCC(=O)NCc2ccco2)c1C#N | 7 | 2 | -1 | 2 | -4 | 11 | nt | -1 | -2.5 | -6
CCOC(=O)C1=C(SCC(=O)Nc2ccccc2)NC(=O)C(C#N)C12CCCCC2 (centres undefined) | 3 | 5 | -6 | 34 | nt | -14 | 1 | nt | 0.2 | 2
CC1(C)OC1(C#N)c1ccccc1 (centres undefined) | 1 | 1 | 4 | -21 | -1 | -3 | 5 | -3 | 0.9 | 0
CCOC(=O)/C(C#N)=C/C1=C(N2CCCC2)CC(C)(C)OC1 | -1 | 3 | -2 | -7 | 1 | -8 | -9 | 3 | 0.9 | -6

The listing picks up, starting 4 compounds before the break.
SMILES | V-ATPase pHluor | HTR5A ag ctr | PvdQ acylase | SR-BI DiI inh | Wnt act | HTR5A inv ag | MITF act | NSD2 HMT inh | CDK5 inh | dFosB act
Cc1cc(C)nc(SCc2ccc(C(=O)N/N=C/c3ccccn3)cc2)n1 | -2 | 0 | -11 | 40 | -3 | 6 | -20 | -9 | 0.7 | -16
Cc1ccc(OCCC(=O)N(CCC(C)C)c2c(N)n(Cc3ccccc3)c(=O)[nH]c2=O)cc1 | 0 | 6 | -4 | 16 | nt | -2 | 3 | nt | 2.4 | 24*
O=C(O)CC1(CC(=O)Nc2ccc(Br)cc2)CCCCC1 | -3 | 0 | -5 | -5 | 0 | 12 | 3 | -3 | -0.8 | -8
CCCCCCCCN1[C@@H](CC(=O)O)c2ccc(C(F)(F)F)cc2S1(=O)=O | 2 | -1 | -10 | -10 | -1 | -21 | 5 | nt | -0.5 | -1
Cc1ccc(C(=O)N(CC(=O)NC2CCCC2)c2ccc(F)cc2)s1 | 5 | -1 | 7 | 17 | -3 | 18 | 2 | -3 | 1.3 | 3
COc1cccc(NC(=O)CN(C)C(=O)c2ccc(N3CCOCC3)c([N+](=O)[O-])c2)c1 | -2 | -2 | -3 | -26 | -5 | 6 | 10 | -1 | -0.8 | -10
NC(=O)c1ccccc1NC(=O)COc1ccc(Cl)cc1 | -3 | -3 | -10 | 15 | 29 | 9 | ? | -1 | 0.8 | 0
O=C(CCC(=O)Nc1ccccc1)NNS(=O)(=O)c1ccc(Cl)cc1 | 1 | 2 | -10 | 3 | -1 | -6 | 1 | 20 | -0.6 | -3
NC(=O)C1(Nc2ccc(C(=O)O)cc2)CCCC1 | -4 | -1 | -7 | -3 | 2 | 5 | -11 | -1 | 0.4 | 5
CN(C1CC(C)(C)NC(C)(C)C1)S(=O)(=O)CC12CCC(CC1=O)C2(C)C (centres undefined) | -4 | 6 | 3 | nt | 1 | -7 | 2 | -2 | 0.4 | -5
Cc1cc(C)c2cc(CN(Cc3ccc4c(c3)OCO4)Cc3nnnn3Cc3ccco3)c(=O)[nH]c2c1 | 1 | 1 | -7 | 1 | nt | -19 | -5 | -2 | -3.6 | -16
O=c1[nH]c(-c2ccncc2)nc2ccccc12 | -3 | -2 | -9 | -12 | -8 | -16 | -12 | 3 | 3.8 | -9
COc1ccc(OC)c(C2=NOC(C(=O)Nc3c(C)n(C)n(-c4ccccc4)c3=O)C2)c1 (centres undefined) | 4 | 11 | -17 | -13 | -1 | -31 | -5 | nt | 0.5 | -7
